From PubChem BioAssay
RGS4 inhibitor: human RGS4 inhibition | Transcreener GDP fluorescence polarization, RGS4-accelerated GTP hydrolysis | Potency, µM (highest dose often 114 µM), without a hit: top-dose activity change, negative = inhibition, usual class: inhibitors | actives 0.039% (n = 390,000) | P49798 | AID 504845; further: on the % scale 0 is the no-effect control and ±100 the full control effect; nearly all actives have a fitted effect of over 75% in size; some results filed as inactive show a strong effect at the top dose
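MLSMR compounds (23 nl, pin-transferred) preincubated 10 min at room temperature with a 500nM (2x) first reagent, then RGS4 at 900nM (2x) plus Transcreener GDP mix added; fluorescence polarization (620/688 nm) read before and after 90 min at 30 °C.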
Vif-A3G inh: inhibitors of Vif-APOBEC3G interaction; Q9HC16; HeLa A3G-eYFP + Vif (tagged APOBEC3G with the HIV-1 protein that degrades it), YFP fluorescence, overnight; Potency, µM (series often up to 46.1 µM), inactives show at the highest dose activity, negative = active, usual class: inhibitors; actives 0.076% (n = 410,000);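 further: on the % scale 0 is the no-effect control and ±100 the full control effect; nearly all actives have a fitted effect of over 60% in size; hits raise eYFP signal because A3G escapes Vif-driven loss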
Target sequence (Q9HC16 whole entry, looked up): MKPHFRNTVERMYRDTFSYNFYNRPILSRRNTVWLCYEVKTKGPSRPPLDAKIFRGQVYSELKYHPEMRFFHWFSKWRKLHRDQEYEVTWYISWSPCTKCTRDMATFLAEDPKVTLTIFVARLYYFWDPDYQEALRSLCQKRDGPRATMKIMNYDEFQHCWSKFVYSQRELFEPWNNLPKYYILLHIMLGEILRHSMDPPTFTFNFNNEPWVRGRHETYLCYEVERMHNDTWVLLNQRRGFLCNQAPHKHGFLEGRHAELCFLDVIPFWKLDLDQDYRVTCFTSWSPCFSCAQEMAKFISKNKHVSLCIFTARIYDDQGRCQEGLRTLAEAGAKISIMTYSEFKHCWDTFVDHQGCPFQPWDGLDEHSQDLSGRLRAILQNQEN
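Read-out is eYFP fluorescence (Ex 488/Em 500-530) from Vif-expressing HeLa A3G-eYFP cells; more signal means A3G escaped Vif-mediated degradation. Cells plated overnight, compound pinned in, incubated overnight at 37 deg C.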
TrxR1 inh: inhibitors of rat thioredoxin reductase 1; actives 1% (n = 390,000); AID 588453; recombinant rTrxR1, NADPH fluorescence consumption, selenite substrate; O89049; Potency, µM (highest dose often 114 µM), for the others: at the highest dose activity change, negative = inhibition, hits mostly inhibitors; further: on the % scale 0 is the no-effect control and ±100 the full control effect; nearly all actives have a fitted effect of over 65% in size
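Rat TrxR1 (90 nM in the dispensed reagent) was pre-reduced with 400 uM NADPH for 5 min at room temperature, then incubated with compound for 15 min. After 400 uM selenite was added, NADPH fluorescence (Ex 340/Em 450 nm) was followed for 8 min.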
mIDH1 inhibitor: blocks human mutant IDH1 R132H enzyme; AID 602179; O75874; IDH1-R132H enzyme, NADPH consumption, diaphorase/resazurin fluorescence; actives 0.093% (n = 390,000); Potency, µM (titrated, usually from 76.6 µM), for the others: at the top dose activity change, negative = inhibition, hits mostly inhibitors; further: on the % scale 0 is the no-effect control and ±100 the full control effect; nearly all actives have a fitted effect of over 65% in size
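IDH1-R132H (0.5 ug/mL dispensed) in pH 7.5 Tris buffer was preincubated 30 min with compound, then given a substrate mix of 0.016 mM NADPH and 2 mM alpha-KG for 80 min at room temperature; remaining NADPH was read by diaphorase/resazurin fluorescence.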
USP1-UAF1 inh: inhibitors of human USP1/UAF1 deubiquitinase; O94782; recombinant USP1/UAF1, Ub-Rhodamine cleavage fluorescence; Potency, µM (highest dose often 57.1 µM), inactives show top-dose activity change, negative = inhibition, hits mostly inhibitors; actives 0.23% (n = 390,000); AID 743255; further: on the % scale 0 is the no-effect control and ±100 the full control effect; nearly all actives have a fitted effect of over 60% in size; inactives centre near -12
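Step one: compound is pinned into 1nM USP1/UAF1 in HEPES pH 7.8 buffer with TCEP. Step two: 15 min room-temperature incubation. Step three: Ub-Rho (150nM final) starts cleavage, tracked by fluorescence over six one-minute reads.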
Vif-A3F inh: inhibitors of Vif-A3F interaction; HeLa A3F-eYFP + Vif (tagged APOBEC3F with the HIV-1 protein that degrades it), YFP fluorescence increase; Potency, µM (highest dose often 46.1 µM), for the others: at the top dose activity, negative = active; actives 0.2% (n = 390,000); further: % of control where 0% means no effect; nearly all actives have a fitted effect of over 65% in size
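HeLa cells stably expressing Vif plus C-terminally eYFP-tagged A3F were seeded, incubated overnight at 37 deg C, dosed with compound, incubated overnight again at 37 deg C. Yellow fluorescence (Ex 488/Em 500-530) reported blocked Vif-mediated A3F-eYFP degradation.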
RXFP1 agonist: activates the human relaxin receptor RXFP1. AID 2676. Q9HBX9. actives 0.3% (n = 370,000). HEK293T-RXFP1 cAMP TR-FRET, 30 min; response scale: percent of porcine relaxin response, buffer zero. Potency, µM (series often up to 57.5 µM), for inactives: at the highest dose activation, actives largely listed as activators; further: on the % scale 0 is the no-effect control and ±100 the full control effect; nearly all actives have a fitted effect of over 60% in size; many of its hits are not listed in these tables
Target sequence (Q9HBX9 whole entry, looked up): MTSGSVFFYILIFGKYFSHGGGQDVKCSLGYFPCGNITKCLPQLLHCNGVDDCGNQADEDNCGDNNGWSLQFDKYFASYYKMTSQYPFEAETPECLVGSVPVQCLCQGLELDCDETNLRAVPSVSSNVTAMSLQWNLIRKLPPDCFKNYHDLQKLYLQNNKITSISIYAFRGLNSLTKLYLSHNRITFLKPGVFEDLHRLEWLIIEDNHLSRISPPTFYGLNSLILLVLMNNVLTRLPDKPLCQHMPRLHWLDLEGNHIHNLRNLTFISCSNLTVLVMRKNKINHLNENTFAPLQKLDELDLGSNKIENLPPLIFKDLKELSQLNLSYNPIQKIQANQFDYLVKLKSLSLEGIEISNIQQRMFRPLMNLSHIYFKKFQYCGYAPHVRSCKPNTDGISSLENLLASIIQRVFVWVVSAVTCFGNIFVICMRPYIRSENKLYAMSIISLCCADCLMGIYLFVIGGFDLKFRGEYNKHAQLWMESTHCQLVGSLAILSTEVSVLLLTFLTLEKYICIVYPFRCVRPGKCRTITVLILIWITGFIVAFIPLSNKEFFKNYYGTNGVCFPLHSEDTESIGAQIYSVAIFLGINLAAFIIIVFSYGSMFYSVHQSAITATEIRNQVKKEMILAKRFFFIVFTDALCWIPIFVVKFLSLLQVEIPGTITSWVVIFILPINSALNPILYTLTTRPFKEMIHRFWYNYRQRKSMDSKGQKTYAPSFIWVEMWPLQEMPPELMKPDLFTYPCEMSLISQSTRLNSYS
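HEK293 cells stably expressing RXFP1, treated 30 min at 37C with compounds plus PDE4 inhibitor Ro 20174; cAMP measured by HTRF TR-FRET. Normalized to buffer and 29 nM porcine relaxin; EC50 by Hill fit.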
TrxR1 substrate: substrates of rat thioredoxin reductase 1; actives 0.01% (n = 390,000); O89049; Potency, µM (series often up to 114 µM), for inactives: at the top dose activity change, negative = substrate turnover; purified TrxR1 substrate turnover, NADPH consumption readout; further: on the % scale 0 is the no-effect control and ±100 the full control effect; nearly all actives have a fitted effect of over 50% in size
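Rat TrxR1, dispensed at 90 nM, was prereduced with 400 uM NADPH (final) for 5 min at ~22 deg C, then incubated with compound 15 min before 400 uM selenite. A first-read NADPH fluorescence drop versus no-compound background flagged substrates.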
12-LOX inh: blocks human arachidonate 12S-lipoxygenase; purified 12hLO, xylenol orange hydroperoxide absorbance; Potency, µM (top dose mostly 108 µM), for inactives: at the top dose activity change, negative = inhibition, hits mostly inhibitors; actives 1.1% (n = 580,000); AID 1671190; further: on the % scale 0 is the no-effect control and ±100 the full control effect
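Hydroperoxide product was detected by ferrous iron/xylenol orange as the 573 to 405 nm absorbance ratio. Arachidonic acid at 40 uM (final) was turned over for 30 min at room temperature by 150 nM human 12hLO, pH 7.0 Hepes buffer, after 15 min compound preincubation.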
* = called active by the depositor; ? = inconclusive; . = no result given; [ ] = dose if it differs, or a comment. The call rests on the fitted dose curve; in most records, active means well fitted curve in the direction sought with a large enough effect; inconclusive means small, poorly fitted or top-dose-only effect, or another doubt; inactive means no such curve, though single readings can be large; an effect the other way counts as inactive or inconclusive. Potency means the concentration at half of the fitted maximal effect.

Values run as follows: RGS4 inhibitor	Vif-A3G inh	TrxR1 inh	mIDH1 inhibitor	USP1-UAF1 inh	Vif-A3F inh	RXFP1 agonist	TrxR1 substrate	12-LOX inh
CC(C)NC(=O)CN1C(=O)NC(CCc2ccccc2)C1=O (stereo not given)
→ -5%	2%	-5%	2%	-19%	2%	0.4%	-4%	0%
Cc1nc(-c2ccc(Cl)cc2)sc1C(=O)NN
→ -33%	?	?	10%	-6%	?	-1.1%	0%[57.1 µM]	15%
Cc1cc(C(=O)COC(=O)c2ccc(NC(=O)CC#N)cc2)c(C)n1CC(F)(F)F
→ .	-1%	.	3%	-23%	-4%	.	.	3%
N#C/C(=C\c1ccccc1)C(=O)Nc1sc2c(c1C(N)=O)CCC2
→ -47%	1%	9%	0%	-20%	-2%	1.2%	4%	-23%
CCC(C(=O)Nc1ccc(F)cc1F)n1nc(-c2ccccc2)c2c(c1=O)CCCC2 (stereo not given)
→ -8%	2%	17%	11%	-20%	4%	1.4%	1%	-13%
COc1ccc(OC)c(S(=O)(=O)Nc2c(NC3CCCCC3)c3ccccc3oc2=O)c1
→ -30%	0%	15%	0%	-18%	0%	-2.1%	4%	.
CCOc1ccc(NC(=O)COC(=O)c2ccc3ncsc3c2)cc1OCC
→ 4%	0%	28%	-2%	-15%	-2%	0.6%	11%	-7%
CN(C)S(=O)(=O)c1cc(NC(=O)COC(=O)CC2Sc3ccccc3NC2=O)ccc1Cl (stereo not given)
→ -3%	-1%	-18%	-2%	-11%	1%	.	-13%	0%
CCC(=O)Oc1c(Sc2ccc(Cl)cc2)c(C)nn1-c1ccccc1
→ ?	10%	41%[activator]	20%	-26%	-7%	-0.1%	-11%	16µM*
O=C1C=C(c2ccc(Oc3ccccc3)cc2)C[C@@H](c2ccc3c(c2)OCO3)C1
→ -10%	3%	21%	6%	-27%	1%	0.5%	1%	15%
C=C(C)Cc1c(C)c(C#N)c2nc3ccccc3n2c1NCCCN(C)C
→ -1%	3%	-7%[57.1 µM]	11%	-23%	-2%	0.7%	-5%[57.1 µM]	?
Cc1ccc(C)c(Oc2nc3c(c(=O)n(C)c(=O)n3C)n2Cc2ccccc2)c1
→ -10%	-5%	10%	-16%	?	-7%	5.6%	-3%	0%
CCOC(=O)N=Nc1c(O)n(Cc2ccccc2)c2ccccc12
→ 4%	0%	13%	5%	-24%	-12%	0.0%	-4%	0%
CN(C)CCN(Cc1ccccc1)S(=O)(=O)c1ccc(-c2ccc(=O)[nH]n2)s1
→ 7%[11.4 µM]	7%	40µM*	0%	-23%	3%	1.4%	11%	-1%
CCCCc1c(C)c2ccc(OCC(C)=O)cc2oc1=O
→ -23%	-9%	-24%	9%	-12%	0%	2.2%	52%[activator][57.1 µM]	0%
c1ccc2c(-c3nn4nnnc4c4ccccc34)cccc2c1
→ 0%[11.4 µM]	-5%	17%[57.1 µM]	3%	-11%	-11%	2.0%	-9%	7%
COc1cc(Cl)c(C)cc1Nc1nc2ccccc2n2cnnc12
→ 33%	-2%	-6%	3%	-1%	-4%	-0.4%	-9%	-4%
O=C(c1ccc([N+](=O)[O-])cc1)N1CCSC1c1ccc(Br)cc1 (stereo not given)
→ ?	-4%	26%[57.1 µM]	0%	-10%	2%	2.0%	-22%[57.1 µM]	?
Cc1ccnc(NS(=O)(=O)c2cccc3nsnc23)c1
→ 15%	0%	9%[57.1 µM]	4%	-7%	-1%	1.7%	10%[57.1 µM]	288%[activator]
Cc1cc(C(=O)OCC(=O)c2cccc([N+](=O)[O-])c2)c2ccccc2n1
→ 18%	0%	-16%	0%	7%	-16%	2.1%	-6%	?

Three compounds from above, arranged by count of non-hydrogen atoms, smallest number first:
Values run as follows: RGS4 inhibitor	Vif-A3G inh	TrxR1 inh	mIDH1 inhibitor	USP1-UAF1 inh	Vif-A3F inh	RXFP1 agonist	TrxR1 substrate	12-LOX inh
c1ccc2c(-c3nn4nnnc4c4ccccc34)cccc2c1
→ 0%[11.4 µM]	-5%	17%[57.1 µM]	3%	-11%	-11%	2.0%	-9%	7%
COc1cc(Cl)c(C)cc1Nc1nc2ccccc2n2cnnc12
→ 33%	-2%	-6%	3%	-1%	-4%	-0.4%	-9%	-4%
COc1ccc(OC)c(S(=O)(=O)Nc2c(NC3CCCCC3)c3ccccc3oc2=O)c1
→ -30%	0%	15%	0%	-18%	0%	-2.1%	4%	.

(next part)
Values run as follows: RGS4 inhibitor	Vif-A3G inh	TrxR1 inh	mIDH1 inhibitor	USP1-UAF1 inh	Vif-A3F inh	RXFP1 agonist	TrxR1 substrate	12-LOX inh
CC(C)Sc1nnc(-c2ccc(S(=O)(=O)N3CCOCC3)cc2)n1C
→ 41%	1%	29%[57.1 µM]	15%	-31%	-1%	1.0%	17%[57.1 µM]	15%
COc1ccc(N2CCN(C(=O)c3ccc(-c4nc(COc5ccccc5)c(C)o4)cc3)CC2)cc1
→ 18%	5%	-15%	-6%	0%	2%	-0.1%	-8%	-4%
Cc1csc(NC(=O)C2=NN(c3ccccc3)C(=O)CC2)n1
→ -24%	-1%	20%[11.4 µM]	4%	-13%	1%	2.5%	14%[57.1 µM]	-6%
Nc1nc(SCc2ccccc2Cl)n[nH]1
→ -13%	0%	13%	7%	-11%	2%	-0.9%	1%	0%
Cc1ccc(O)c(NC(=O)c2cc([N+](=O)[O-])ccc2Cl)c1
→ -13%	-7%	11%[57.1 µM]	4%	-5%	-6%	-0.9%	8%[57.1 µM]	0%
C=CCn1c(SCC(=O)N2CCOCC2)nc(O)c(Cc2ccccc2)c1=O
→ 8%	0%	0%	3%	3%	.	-0.7%	0%	-3%
O=C(Nc1ccc(C(=O)N2CCCCC2)cc1)c1nsc2ccccc12
→ -28%	-3%	18%[57.1 µM]	0%	-19%	0%	6.8%	3%[57.1 µM]	?
CSc1nc(=O)n2cccc(C)c2n1
→ -19%	3%	-8%	4%	-6%	-3%	4.4%	-10%	-8%
CCOc1cc(C)c(C(C)C)cc1S(=O)(=O)N1CCOCC1
→ 37%	-5%	7%[57.1 µM]	5%	-5%	-11%	0.2%	9%	-1%
O=C1NC(Nc2nccs2)(C(F)(F)F)C(=O)N1CCc1ccccc1 (stereo not given)
→ ?	-1%	37%	1%	-12%	0%	-0.3%	16%	9%
FC(F)(F)c1cccc(Nc2ncnc3ccccc23)c1
→ 1%	5%	3%	6%	-12%	-4%	1.4%	-2%	0%
Cc1ccc(-c2nc(N)sc2CC(=O)OCC(=O)N2C(C)CCCC2C)cc1 (stereo not given)
→ -9%	-1%	13%[57.1 µM]	3%	-18%	-1%	1.1%	9%[57.1 µM]	-27%
COc1cc(NC(=O)c2ccccc2F)c(OC)cc1NC(=O)CN1CCCCC1
→ -4%	-6%	7%	11%	?	-13%	-4.4%	-3%	-11%
O=C(NC(=S)Nc1ccc(Cc2ccncc2)cc1)c1ccccc1Cl
→ 9%	3%	?	4%	-3%	-4%	-0.8%	1%	-12%
CCCCN1/C(=C/c2cccc[n+]2C)Sc2cc(NC(C)=O)ccc21
→ -31%	-13%	7%	-5%	-10%	-9%	2.7%	-6%	?
CCn1nnc2cc(C(=O)O)ccc21
→ -26%	1%	21%	5%	-22%	1%	1.8%	3%	-2%
CN1CCCN(S(=O)(=O)c2ccccc2)CC1
→ 5%	4%	14%[57.1 µM]	0%	-12%	-3%	-1.2%	?	?
CCC1=NN(C(=O)COc2ccccc2)C(O)(c2ccncc2)C1 (stereo not given)
→ -26%	-1%	17%[57.1 µM]	4%	-18%	-7%	3.7%	9%[57.1 µM]	9%
CC(C)(C)c1nnc2sc(SCC(=O)c3ccc(Cl)cc3)nn2c1=O
→ -19%	-13%	?	5%	-15%	-9%	-1.2%	1%[57.1 µM]	.
CC1=C(C(=O)OCc2ccccc2)C(c2ccc(Cl)cc2Cl)NC(=O)N1CCCC(=O)O (stereo not given)
→ -9%	0%	5%	-2%	-18%	2%	-3.8%	-3%	.
COc1ccccc1OCC(=O)NCCCn1ccnc1
→ -1%	0%	22%	-15%	-9%	-13%	-3.8%	-1%	-5%
CC(=O)C1=C(O)C(=O)N(Cc2cccnc2)C1c1ccccc1 (stereo not given)
→ -3%	1%	-3%	0%	-4%	2%	1.6%	2%	-26%
COc1ccc2cc(CCNC(=O)C3CC3)c(=O)[nH]c2c1
→ -12%	0%	3%	2%	-7%	4%	-1.7%	10%	2%
CC1C(=O)Nc2ccc(S(=O)(=O)NCCc3ccc(Cl)cc3)cc2NC1=O (stereo not given)
→ 0%	-6%	6%[57.1 µM]	0%	?	-2%	2.3%	7%[57.1 µM]	15%
CC(Oc1ccccc1)C(=O)Nc1ccccc1C(=O)OCc1cc(=O)n2nc(C(C)C)sc2n1 (stereo not given)
→ 3%	0%	8%[57.1 µM]	-9%	-23%	4%	0.2%	-1%[57.1 µM]	-20%
CCOc1cc(C(c2c(C)[nH][nH]c2=O)c2c(C)[nH][nH]c2=O)ccc1OC(=O)c1cccc([N+](=O)[O-])c1
→ -44%	2%	-1%	3%	-26%	-11%	1.3%	4%[57.1 µM]	?
Cc1ccc(C)c(N2CCN(C(=O)c3ccc(CS(=O)(=O)c4ccccc4C)o3)CC2)c1
→ 2%	?	11%	3%	-17%	0%	-1.5%	0%	?
CCn1cc(C(=O)NCc2ccc3c(c2)OCO3)c2cc(OC)c(OC)cc2c1=O
→ -22%	-1%	-1%	3%	-9%	-10%	0.0%	347%[activator]	0%

This is a subset (hit frequency here may not be typical).
